HT1080 IDH1KD tx – qHTS for induction of synthetic lethality in tumor cells producing 2HG: qHTS for the HT-1080-IDH1KD cell line; HT-1080 IDH1 knockdown viability, ATP luminescence, 48 h; Potency, µM (highest dose often 46.1 µM), for inactives: at the top dose activity, negative = toxicity, hits mostly cytotoxic; actives 2% (n = 360,000); AID 686971, 2013;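 note: potency is the fitted concentration of half-maximal effect; 0% = DMSO wells and -100% = cell-free medium wells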
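After a 2 h attachment period, IDH1KD HT-1080 cells took pin-transferred compound for 48 h at 37 °C; ATP-based luminescence after 10 min room-temperature reagent incubation reported viability.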
ATXN2 expr inh – Primary qHTS for Inhibitors of ATXN expression; HEK-293 ATXN2-luciferase reporter, luminescence, 24 h; Potency, µM (titrated, usually from 57 µM), without a hit: at the top dose activity change, negative = inhibition, actives largely listed as inhibitors; actives 0.72% (n = 360,000); note: potency is the fitted concentration of half-maximal effect; % is set by controls: 0 for no effect and ±100 for the full control effect; nearly all actives have a fitted effect of over 55% in size
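ATXN2-luciferase reporter cells (luciferase flanked by upstream and downstream ATXN2 gene portions) were treated 24 h at 37 °C with compounds at up to 57 uM. SteadyGlo luminescence gave expression; GF-AFC fluorescence gave viability.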
IL1B secr inh – qHTS for Inhibitors of Inflammasome Signaling: IL-1-beta AlphaLISA Primary Screen; THP-1 LPS/ATP IL-1B secretion, AlphaLISA, 16 h; active compounds read low; activity change, % at 57.5 µM; actives 4.7% (n = 360,000); AID 743279, 2014; in the data active = activity change below about -50%; inconclusive = mostly about -30% to -49%; note: % is set by controls: 0 for no effect and ±100 for the full control effect
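THP-1 cells pretreated 1 hr with compounds (up to 57.5 uM final), then stimulated with LPS (250 ng/mL final) plus ATP (1.25 mM final); secreted IL-1B measured by AlphaLISA after 16 hr, decreased signal indicating inhibition.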
WRN inhibitor – qHTS for Inhibitors of WRN Helicase; AID 651768, 2012; WRN helicase unwinding, fluorescent forked duplex, kinetic; Bifunctional 3'-5' exonuclease/ATP-dependent helicase WRN (Homo sapiens), Q14191; Potency, µM (doses to about 114 µM), inactives show at the highest dose activity change, negative = inhibition, usual class: inhibitors; actives 0.46% (n = 360,000); note: potency is the fitted concentration of half-maximal effect; % is set by controls: 0 for no effect and ±100 for the full control effect; nearly all actives have a fitted effect of over 55% in size
Target sequence (Q14191 whole entry, looked up): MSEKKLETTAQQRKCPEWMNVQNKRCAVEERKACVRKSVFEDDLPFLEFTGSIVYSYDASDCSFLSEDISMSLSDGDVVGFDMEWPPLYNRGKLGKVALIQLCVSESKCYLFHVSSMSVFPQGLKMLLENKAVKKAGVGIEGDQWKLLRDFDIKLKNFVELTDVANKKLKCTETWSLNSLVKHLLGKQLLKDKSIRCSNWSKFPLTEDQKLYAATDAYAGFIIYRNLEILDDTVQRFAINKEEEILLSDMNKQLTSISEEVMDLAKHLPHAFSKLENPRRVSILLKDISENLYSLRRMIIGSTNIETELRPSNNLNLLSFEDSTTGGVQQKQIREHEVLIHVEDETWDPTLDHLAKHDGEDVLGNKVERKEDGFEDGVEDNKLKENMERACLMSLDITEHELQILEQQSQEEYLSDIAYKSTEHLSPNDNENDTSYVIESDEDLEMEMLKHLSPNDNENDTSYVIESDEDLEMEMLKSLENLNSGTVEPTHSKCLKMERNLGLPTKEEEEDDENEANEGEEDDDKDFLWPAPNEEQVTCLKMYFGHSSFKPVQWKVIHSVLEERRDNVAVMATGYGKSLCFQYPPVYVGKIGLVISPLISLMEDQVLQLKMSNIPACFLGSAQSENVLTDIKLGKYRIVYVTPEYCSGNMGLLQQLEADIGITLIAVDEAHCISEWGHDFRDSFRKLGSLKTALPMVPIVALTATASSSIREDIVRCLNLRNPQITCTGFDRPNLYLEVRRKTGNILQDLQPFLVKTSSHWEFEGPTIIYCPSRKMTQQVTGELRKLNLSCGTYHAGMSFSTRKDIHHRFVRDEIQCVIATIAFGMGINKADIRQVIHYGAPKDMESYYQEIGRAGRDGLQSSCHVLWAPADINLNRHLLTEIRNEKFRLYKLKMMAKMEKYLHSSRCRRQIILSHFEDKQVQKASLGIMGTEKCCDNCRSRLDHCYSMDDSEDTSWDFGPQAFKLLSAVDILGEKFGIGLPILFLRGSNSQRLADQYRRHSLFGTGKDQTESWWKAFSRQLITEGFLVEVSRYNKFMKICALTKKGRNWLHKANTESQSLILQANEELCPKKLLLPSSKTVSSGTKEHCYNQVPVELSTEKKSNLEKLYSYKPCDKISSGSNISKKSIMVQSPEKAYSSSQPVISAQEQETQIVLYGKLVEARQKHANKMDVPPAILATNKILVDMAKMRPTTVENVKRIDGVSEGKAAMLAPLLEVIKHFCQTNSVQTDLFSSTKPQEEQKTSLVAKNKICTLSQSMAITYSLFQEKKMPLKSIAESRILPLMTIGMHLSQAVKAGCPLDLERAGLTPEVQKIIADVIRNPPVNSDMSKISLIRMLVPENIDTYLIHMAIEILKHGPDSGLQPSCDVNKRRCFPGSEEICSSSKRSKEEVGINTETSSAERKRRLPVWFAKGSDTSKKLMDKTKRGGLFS
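WRN at 20 nM final preincubated with compound 15 min at room temperature; reaction started with 100 nM fluorophore/quencher forked duplex oligonucleotide and 2 mM ATP final. Unwinding followed kinetically by red fluorescence (ex 525, em 598 nm).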
MCF10A rerep – A quantitative high throughput screen for small molecules that induce DNA re-replication in MCF 10a normal breast cells; MCF 10A DNA re-replication, Hoechst nuclear intensity, 48 h; Potency, µM (titrated, usually from 46.1 µM), for the others: at the top dose activity, positive = re-replication, hits mostly activators; actives 2.9% (n = 350,000); AID 624296, 2012; note: potency is the fitted concentration of half-maximal effect; % of control where 0% means no effect; nearly all actives have a fitted effect of over 50% in size
HT1080-NT tox – qHTS for induction of synthetic lethality in tumor cells producing 2HG: qHTS for the HT-1080-NT fibrosarcoma cell line | AID 686970, 2013 | actives 1.6% (n = 360,000) | HT-1080-NT fibrosarcoma viability, CellTiter-Glo ATP luminescence, 48 h | Potency, µM (series often up to 46.1 µM), inactives show at the top dose activity, negative = less viability, actives largely listed as cytotoxic;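 note: NT is the 2HG producing partner of a matched IDH1 knockdown line; potency is the fitted concentration of half-maximal effect; 0% = DMSO-treated cells and -100% = media-only wells without cells; nearly all actives have a fitted effect of over 55% in size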
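HT-1080-NT fibrosarcoma cells (2HG-overproducing), 750 cells/well in RPMI with 5% FBS, dosed after 2 h and incubated 48 h at 37C. CellTiter-Glo luminescence normalized to DMSO and no-cell wells; concentration-response curves fitted and classed.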
KB-3-1 cytotox – qHTS assay for MDR1-selective chemotherapeutics: Primary screen using the parental adenocarcinoma cell KB-3-1; AID 1347075, 2019; KB-3-1 viability, CellTiter-Glo ATP luminescence, 72 h; actives 1.4% (n = 400,000); Potency, µM (top dose mostly 46.1 µM), for inactives: at the highest dose activity change, negative = cytotoxic, most hits filed as cytotoxic; note: potency is the fitted concentration of half-maximal effect; % is set by controls: 0 for no effect and ±100 for the full control effect; nearly all actives have a fitted effect of over 60% in size
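Using CellTiter-Glo luminescence, growth of non-resistant KB-3-1 adenocarcinoma cells is assessed 72 h after pin-tool compound addition at 37 °C. Normalized responses across the concentration series yield fitted curves.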
KB-V1 cytotox – qHTS assay for MDR1-selective chemotherapeutics: Primary screen using the drug-selected MDR subline cells KB-V1 | Potency, µM (top dose mostly 46.1 µM), for inactives: top-dose activity change, negative = cytotoxicity, hits mostly cytotoxic | KB-V1 MDR cells viability, CellTiter-Glo, 72 h | actives 3.4% (n = 400,000); note: potency is the fitted concentration of half-maximal effect; % is set by controls: 0 for no effect and ±100 for the full control effect; nearly all actives have a fitted effect of over 60% in size
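KB-V1 cells (P-gp-expressing MDR subline of KB-3-1) in phenol-red-free DMEM with 10% FBS were exposed to library compounds over a concentration series for 72 h at 37 degrees C. Viability read by CellTiter-Glo luminescence; concentration-effect curves fitted after normalization.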
SW480 rerep – A quantitative high throughput screen for small molecules that induce DNA re-replication in SW480 colon adenocarcinoma cells | SW480 DNA re-replication, Hoechst DNA content imaging, 48 h | Potency, µM (highest dose often 46.1 µM), for the others: at the top dose re-replication activation, usual class: activators | actives 1.8% (n = 340,000) | AID 624297, 2012; note: potency is the fitted concentration of half-maximal effect; % of control where 0% means no effect; nearly all actives have a fitted effect of over 55% in size
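First, 250 cells per well were seeded. Next, compound or vehicle (23 nL) was pinned in, plates sat 48 hr at 37 C. Finally Hoechst was added for 40 min before fluorescence scanning.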
Active calls of the source: *; ? = inconclusive; . = not tested or not shown; [ ] = another dose, or the depositor's remark. Unless noted, calls come from the whole dose curve; as a rule, active = well fitted curve in the direction sought with a large enough effect; inconclusive = small, poorly fitted or top-dose-only effect, or another doubt; inactive = no such curve, though single readings can be large; an effect the other way counts as inactive or inconclusive.

Values run as follows: KB-V1 cytotox | HT1080 IDH1KD tx | HT1080-NT tox | MCF10A rerep | WRN inhibitor | SW480 rerep | IL1B secr inh | ATXN2 expr inh | KB-3-1 cytotox
[1] CC/S(CC1CC1(Cl)Cl)=N\S(=O)(=O)c1ccc(C)cc1 (stereo unspecified)
 : ? | 2% | 18% | -22% | 7% | 0% | -3 | 3% | 8%
[2] CCCc1nc(NCc2ccc3c(c2)OCO3)c2nnn(Cc3ccccc3Cl)c2n1
 : -4% | -1% | -1% | -2% | 1% | 16% | 9 | -36% | -3%
[3] O=C(COC(=O)CSc1nnc(-c2ccc(Cl)cc2)o1)Nc1cc(Cl)ccc1Cl
 : -2% | 25% | 11% | -1% | 3% | -3% | 17 | 13% | 1%
[4] CCOc1ccccc1/C=N/NC(=O)c1cccc(Cl)c1
 : -21% | 14% | 5% | -3% | 0% | -1% | 0 | 5% | -3%
[5] COc1ccc2[nH]c(=O)c(CN(CCN(C)C)C(=O)NCc3ccccc3)cc2c1
 : 0% | -7% | -11% | 1% | -3% | 0% | 22 | -1% | 7%
[6] CCc1cc(C(=O)c2ccc(OC)cc2)c(NC(=O)CC(C)(C)CC(=O)O)s1
 : 6% | -4% | -9% | 0% | -3% | -3% | 33 | -6% | 7%
[7] CN1CCN(C(=S)Nc2cc(S(=O)(=O)N3CCOCC3)ccc2Cl)CC1
 : -26% | -3% | 3% | -2% | 11% | -1% | -7 | -19% | 0%
[8] O=C(CN1CCN(C(C(=O)Nc2cc(C(F)(F)F)ccc2Cl)c2ccccc2)CC1)NC1CC1 (stereo unspecified)
 : ? | -2% | -4% | 3% | -7% | -9% | 0 | -33% | ?
[9] COC(=O)N1CN(C(=O)OC)CN(C(=O)OC)C1
 : -1% | 11% | 8% | 2% | 7% | 0%[9.22 µM] | 0 | 2% | 14%
[10] O=C1Nc2ccccc2C1(O)c1ccccc1O (stereo unspecified)
 : -2% | -7% | -2% | -1% | 0% | 19% | -8 | . | -3%
[11] Cc1cc(NC(=O)CCCN2C(=O)/C(=C/c3ccccc3Cl)SC2=S)no1
 : 21µM* | -2% | 1% | 8% | -32% | ? | 0 | ? | ?
[12] CC(C)[C@H](NC(=O)N1CCn2c1nc1ccccc12)C(=O)NCc1ccc2c(c1)OCO2
 : -12% | -15% | 0% | 0% | 1% | ? | ? | -18% | 21%
[13] O=S(=O)(c1ccc(Cl)cc1)N1CCN(C(=S)Nc2ccc(F)c(Cl)c2)CC1
 : -6% | ? | ? | ? | 12% | 8% | ? | ? | -23%
[14] Cn1c(N)c(C(=O)CSc2nc3ccccc3c(=O)n2CCCN2CCOCC2)c(=O)n(C)c1=O
 : ? | 8% | 10% | ? | 7% | -66%[inhibitor] | -11 | -11% | 2%
[15] CSc1ccc(CN2CCC(C)(Oc3ccc4ccccc4c3)C2)cc1 (stereo unspecified)
 : ? | -14% | -27% | . | -4% | . | 16 | -6% | 0%
[16] Cc1cc(Cl)c(S(=O)(=O)N2CCN(c3ccc(F)cc3)CC2)cc1OCC(N)=O
 : ? | -28% | -18% | -4% | 5% | 0% | 11 | -19% | -2%
[17] COc1ccc(C(C)NC(=O)C2CCCC2)cc1OC (stereo unspecified)
 : 8% | 15% | 2% | -15% | 1% | ? | 4 | 8% | 15%
[18] C=CCOc1ccc(CNCc2cccnc2)cc1OCC
 : 18% | 1% | 8% | 6% | 7% | -1% | 25 | 2% | 4%
[19] CC1Cc2ccccc2N1C(=O)COC(=O)/C=C/c1cccc(F)c1 (stereo unspecified)
 : ? | 4% | 1% | -3% | 4% | -14% | 27 | -12% | 8%
[20] O=C(c1ccncc1)N1N=C(c2ccc(Cl)cc2)CC1c1ccccc1O (stereo unspecified)
 : -27% | -17% | -21% | ? | -34% | ? | ? | 19% | -2%
[21] Cc1ccc(C(=O)C[n+]2cccc3ccccc32)cc1
 : ? | -7% | -15% | 29% | 12%[57.1 µM] | 2% | -11 | 3% | 1%
[22] CC(C)n1cnc2c(NCc3ccccc3)cc(N[C@H](C)CO)cc21
 : 0% | 23µM* | 23µM* | ? | 9% | 0.65µM* | 110 | 1.1µM* | ?
[23] Cc1ccc(-c2noc(CN3CCCCC3)n2)cc1
 : 0% | -1% | 1% | -183%[0.0737 µM] | 7% | -26% | -15 | 71%[activator] | 1%
[24] COc1ccc(S(=O)(=O)CCC(=O)NCCc2ccc(C)cc2)cc1
 : 13% | -7% | -16% | -6% | -1% | 11% | 15 | -11% | -8%
[25] CCCNC1=CC(=O)CC(C)(C)C1
 : 7% | 15% | 8% | -9% | -3% | ? | 3 | 0% | ?
[26] CN(C(=O)c1ccc(F)cc1)c1ccc(OCC(=O)Nc2ccccc2C(=O)O)cc1
 : -11% | 2% | 2% | 2% | -9% | 0% | 23 | -1% | 16%
[27] C#CCOCCOCCOCCNc1nc(N2CCN(C(=O)[C@H](CCC(=O)O)n3cc(C(N)CO)nn3)CC2)nc(N2CCN(C(=O)[C@H](Cc3ccc(O)cc3)n3cc(C(N)[C@H](C)CC)nn3)CC2)n1 (stereo partly specified)
 : 5% | 2% | 5% | -11% | 10% | ? | 14 | -4% | 6%
[28] COc1ccc(C(=O)Nc2ccccc2C(=O)NC2CC2)c(OC)c1OC
 : -3% | 6% | -2% | . | -3% | . | -14 | . | 0%
[29] O=C(Nc1ccc(N2CCOCC2)cc1)c1csc([C@@H]2C[C@H](O)[C@@H](CO)O2)n1
 : -4% | -1% | 9% | . | 5% | . | 17 | 6% | 0%
[30] Cc1ccc(-n2cccc2C(=S)N=P(N(C)C)(N(C)C)N(C)C)cc1
 : 3.3µM* | 8.2µM* | ? | ? | -3% | ? | -59* | ? | 8.2µM*
[31] O=C(C1=C[C@H](c2csc3ccccc23)C[C@H](OCc2ccc(CO)cc2)O1)N1CCCCCCC1
 : -3% | -22% | -22% | 23µM* | -6% | 1% | -20 | -25% | -16%
[32] Cc1ccc(N(C(=O)c2snc(C(N)=O)c2N)C(C(=O)NCC2CCCO2)c2c[nH]c3ccccc23)cc1 (stereo unspecified)
 : 17% | ? | ? | ? | -2% | 7% | -66* | -16% | 0%
[33] COc1cc(OC)cc(OC(=O)C2CCN(C(=O)c3ccc(Cl)cc3)CC2)c1
 : 0% | 20% | 3% | 3% | 2% | -5% | 4 | 4% | -5%
[34] CC(C)n1cc(CN2CCCC(CO)(Cc3cccc(Cl)c3)C2)cn1 (stereo unspecified)
 : 14% | 18% | 8% | -2% | 10% | 3% | 3 | -11% | 4%
[35] O=C(C1CCCCC1)N1C[C@H](O)[C@@H](n2cc(C3CC3)nn2)C[C@@H]1c1ccccc1
 : 0% | 0% | 6% | . | 1% | . | 11 | 5% | -1%
[36] O=C(CNC(=S)N(CCCN1CCOCC1)Cc1cccs1)NC1CCCCC1
 : -6% | -8% | -1% | 9% | -4% | 11% | 7 | -13% | -14%
[37] Cc1ccc(C(=O)Nc2ccccn2)cc1S(=O)(=O)N1CCOCC1
 : 0% | 1% | 0% | -4% | -6% | -7% | 7 | 10% | -1%
[38] CC1Cc2ccccc2N1C(=O)CSCC(=O)O (stereo unspecified)
 : -2% | 16% | 10% | -7% | -20%[57.1 µM] | -1% | 14 | -8% | 3%
[39] CCC1CCCCN1S(=O)(=O)c1ccc(NC(=O)C2CCCO2)cc1 (stereo unspecified)
 : ? | -5% | -6% | 11% | ? | 0% | 1 | -5% | -6%
[40] CC(=O)c1ccc(NC(=O)CSc2nnc(Cn3c(=O)sc4ccccc43)n2C)cc1
 : 7% | 6% | -2% | 8% | 11% | -4% | 12 | 7% | 1%
[41] CC(C)c1cc(C(=O)N/N=C/c2ccco2)n[nH]1
 : 6% | 16% | 13% | 7% | 6% | -7% | -5 | 8% | 15%
[42] CN1c2ccsc2/C(=N/Nc2ccccc2)CS1(=O)=O
 : ? | ? | -23% | 11% | ? | 8% | ? | 10% | 0%
[43] O=C(CN1C(=O)NC2(CCCC2)C1=O)Nc1nc2c(F)cc(F)cc2s1
 : -1% | -7% | -7% | 16% | -26% | -7% | 0 | 18% | 0%
[44] Cc1ccsc1CNC(=O)C1(C)CCN1C(=O)C(C)C (stereo unspecified)
 : 5% | 20% | ? | . | 3% | . | 15 | 5% | 0%
[45] COc1ccc(NC(=S)N(Cc2ccccn2)Cc2ccccc2Cl)cc1
 : 2% | -14% | 7% | -1% | 0% | 7% | -3 | 14% | 1%
[46] CC(=O)Nc1ccc(NC(=O)c2ccc(COc3ccc(C)cc3)o2)cc1
 : -27% | -27% | ? | -10% | 15% | 4% | 28 | 6% | -2%
[47] O=C(OCC(=O)N(Cc1ccccc1)Cc1ccccc1)c1ccccc1O
 : 26% | 3% | -3%[9.24 µM] | 3% | -9% | 6% | 26 | 2% | 15%
[48] O=C(Nc1ccc(F)cc1)C(c1cc2ccccc2o1)N1CCN(c2cccc(C(F)(F)F)n2)CC1 (stereo unspecified)
 : -18% | 17% | 24% | . | 2% | . | 35 | . | -11%
[49] CCCNC(=O)C1(C)CCCN(C(=O)COc2ccc(C(C)(C)C)cc2)C1 (stereo unspecified)
 : -5% | ? | -3% | . | -2% | . | 21 | 7% | -1%
